JMJD2A Tudor = JMJD2A Tudor domain (human) inhibition. O75164. AlphaScreen JMJD2A-Tudor / H3K4me3 peptide binding. Potency, µM (titrated, usually from 114 µM), inactives show at the top dose activity change, negative = inhibition, hits mostly inhibitors. 390,000 compounds, 4.4% hits. AID 504339; note: potency is the fitted concentration of half-maximal effect; % is set by controls: 0 for no effect and ±100 for the full control effect; nearly all actives have a fitted effect of over 50% in size
HP1b chromo inh = blocks HP1-beta chromodomain binding to methylated histone tails; AlphaScreen HP1-beta / biotin-H3K9me3 peptide binding; Potency, µM (doses to about 114 µM), without a hit: top-dose activity change, negative = inhibition, usual class: inhibitors; 390,000 compounds, 0.56% hits; AID 540317; note: potency is the fitted concentration of half-maximal effect; nearly all actives have a fitted effect of over 70% in size; inactives centre near 23
Target sequence (P83916 whole entry, looked up): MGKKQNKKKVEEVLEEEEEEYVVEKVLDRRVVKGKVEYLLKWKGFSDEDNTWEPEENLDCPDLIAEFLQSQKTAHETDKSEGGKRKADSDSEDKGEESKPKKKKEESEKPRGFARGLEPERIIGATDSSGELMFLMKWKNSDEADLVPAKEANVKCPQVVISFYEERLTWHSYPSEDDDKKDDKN
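AlphaScreen: HP1-beta (50 nM) preformed 30 min with biotin-H3(1-18)K9me3 peptide (50 nM) in PBS pH 7.4, 0.01% Tween-20. Compound added for 30 min at RT, then streptavidin donor/nickel chelate acceptor beads (10 ug/mL) for 30 min.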
GLS inh = inhibitors of human glutaminase (GLS); O94925; GLS enzymatic activity, qHTS titration; Potency, µM (series often up to 45.5 µM), inactives show top-dose activity change, negative = inhibition, hits mostly inhibitors; 410,000 compounds, 0.21% hits; note: potency is the fitted concentration of half-maximal effect; % is set by controls: 0 for no effect and ±100 for the full control effect
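hKGA in 45 mM KH2PO4 (pH 8.2), 0.02% Tween-20 with compound, then 1mM L-Glutamine (stock as added) plus glutamate oxidase/HRP/Amplex red coupling mix. Fluorescence read initially and after 30 min at RT; signal change reflects glutamate formation.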
BAZ2B block = BAZ2B (human) inhibition. Q9UIF8. 360,000 compounds, 4.4% hits. AlphaScreen BAZ2B-H3K14Ac peptide displacement. Potency, µM (doses to about 114 µM), without a hit: at the top dose activity change, negative = inhibition, actives largely listed as inhibitors; note: potency is the fitted concentration of half-maximal effect; % is set by controls: 0 for no effect and ±100 for the full control effect; nearly all actives have a fitted effect of over 60% in size
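Protein-peptide AlphaScreen: BAZ2B 50 nM, b-H3K14Ac 50 nM, 1x PBS pH 7.4 + 0.01% Tween-20. Preincubation 30 min RT; cpd 30 min RT (top 110 uM); beads 20 min RT, light-protected.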
PI4K2A block = blocks human PI4K2A kinase activity; purified PI4K2A, ADP-Glo luminescence, 1 h; stronger effect = lower value; activity change, negative = inhibition, % at 76.9 µM; 420,000 compounds, 0.13% hits; AID 1346378; in the data active = activity change below about -50%; inconclusive = mostly about -30% to -49%;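 note: -100% = wells without enzyme as full effect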
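In this quantitative HTS, ADP production by PI4K2A was quantified luminescently after 1 h at ambient temperature; 100 microM adenosine served as plate-quality control.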
G9a inh = blocks human histone lysine methyltransferase G9a; G9a H3K9 monomethylation, AlphaScreen, 2 h; 350,000 compounds, 8.8% hits; Q96KQ7; Potency, µM (highest dose often 102 µM), for the others: at the highest dose activity, negative = inhibition, hits mostly inhibitors; AID 504332; note: potency is the fitted concentration of half-maximal effect; % is set by controls: 0 for no effect and ±100 for the full control effect; nearly all actives have a fitted effect of over 75% in size
Target sequence (Q96KQ7 913-1193 limits assumed): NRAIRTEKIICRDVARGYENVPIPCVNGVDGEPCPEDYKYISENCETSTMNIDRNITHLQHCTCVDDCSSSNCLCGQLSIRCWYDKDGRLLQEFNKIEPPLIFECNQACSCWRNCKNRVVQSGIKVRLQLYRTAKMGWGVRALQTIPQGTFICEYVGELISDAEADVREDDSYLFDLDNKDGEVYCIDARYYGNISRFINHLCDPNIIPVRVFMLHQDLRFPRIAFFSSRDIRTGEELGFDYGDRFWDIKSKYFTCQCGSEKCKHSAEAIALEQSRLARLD
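Signal arises when biotinylated H3K9 peptide, once monomethylated, bridges streptavidin donor and antibody-captured acceptor beads. Enzyme at 20 nM was preincubated 15 min with test compounds; peptide 500 nM and SAM 20 uM then reacted for 2 h.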
Tb PGK inh = blocks T. brucei phosphoglycerate kinase | Potency, µM (series often up to 57.5 µM), inactives show top-dose activity change, negative = inhibition, actives largely listed as inhibitors | 380,000 compounds, 0.043% hits | P07378 | PGK/GAPDH coupled, Kinase-Glo luminescence, 60 min; note: potency is the fitted concentration of half-maximal effect; % is set by controls: 0 for no effect and ±100 for the full control effect; nearly all actives have a fitted effect of over 60% in size
Target sequence (P07378 whole entry, looked up): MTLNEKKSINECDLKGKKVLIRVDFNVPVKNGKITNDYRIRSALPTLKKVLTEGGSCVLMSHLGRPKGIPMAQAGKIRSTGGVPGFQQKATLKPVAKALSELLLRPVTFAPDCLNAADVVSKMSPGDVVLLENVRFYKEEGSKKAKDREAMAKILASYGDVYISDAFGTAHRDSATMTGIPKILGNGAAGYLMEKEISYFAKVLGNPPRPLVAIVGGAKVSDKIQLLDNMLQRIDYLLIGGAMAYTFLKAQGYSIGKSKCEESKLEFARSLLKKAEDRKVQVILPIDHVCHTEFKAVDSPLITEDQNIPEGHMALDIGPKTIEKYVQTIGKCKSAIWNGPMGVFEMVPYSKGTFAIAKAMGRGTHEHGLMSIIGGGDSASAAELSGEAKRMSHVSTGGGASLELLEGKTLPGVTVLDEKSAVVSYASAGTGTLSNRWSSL
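Recombinant glycosomal PGK reaction used 1,3-bisphosphoglycerate generated in-well by GAPDH (100nM final) in 100mM TEA pH 7.6, 5mM MgCl2, 0.01% Tween-20. After 60 minutes at room temperature, ATP was read by Kinase-Glo Plus luminescence end-point.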
ERG Ets-DNA blk = blocks human ERG Ets domain binding to DNA | P11308 | fluorescence polarization, His-ERG Ets domain / labelled DNA | Potency, µM (top dose mostly 76.9 µM), inactives show at the highest dose FP activity, negative = inhibition, most hits filed as inhibitors | 370,000 compounds, 0.028% hits; active = well fitted inhibition curve with a large enough effect in the polarisation, with a control signal flat; inconclusive = small, poorly fitted or top-dose-only effect, or effect the other way, or a change in a side signal; inactive = no such curve, though single readings can be large or run the other way; the % refers to the polarisation;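 note: polarization taken with two DNA probes labelled with fluorescein and Texas red; potency is the fitted concentration of half-maximal effect; % of control where 0% means no effect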
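His-tagged ERG Ets domain (1 uM in the protein solution; 300mM KCl, 50mM Tris-HCl, 1mM EDTA, 1mM DTT, pH 7.5) received compound, then a probe mix of 5 nM fluorescein-DNA and 100nM Texas-615-DNA. Fluorescence polarization was read for both dyes.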
Pin1 inhibitor = blocks the human prolyl isomerase Pin1; Potency, µM (titrated, usually from 115 µM), for the others: at the top dose activity, negative = inhibition, most hits filed as inhibitors; 390,000 compounds, 0.009% hits; AID 504891; Pin1 FP peptide displacement, HiFluor488, 10 min; Q13526; active = well fitted inhibition curve with a large enough effect in the polarisation, with a control signal flat, not every such curve was filed as active; inconclusive = small, poorly fitted or top-dose-only effect, or effect the other way, or a change in a side signal; inactive = no such curve, though single readings can be large or run the other way; the % refers to the polarisation; note: potency is the fitted concentration of half-maximal effect; % is set by controls: 0 for no effect and ±100 for the full control effect
Target sequence (Q13526 whole entry, looked up): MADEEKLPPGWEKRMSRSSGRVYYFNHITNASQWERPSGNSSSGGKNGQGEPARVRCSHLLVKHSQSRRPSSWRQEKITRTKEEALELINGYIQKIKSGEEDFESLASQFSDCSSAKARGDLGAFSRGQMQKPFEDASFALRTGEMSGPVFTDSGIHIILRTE
* marks the source's active call; other numbers are inactive results; i = inactive; ? = inconclusive; nt = no result given; [ ] = remark or other dose. Unless noted, calls come from the whole dose curve; as a rule, active = well fitted curve in the direction sought with a large enough effect; inconclusive = small, poorly fitted or top-dose-only effect, or another doubt; inactive = no such curve, though single readings can be large; an effect the other way counts as inactive or inconclusive.

SMILES | JMJD2A Tudor | HP1b chromo inh | GLS inh | BAZ2B block | PI4K2A block | G9a inh | Tb PGK inh | ERG Ets-DNA blk | Pin1 inhibitor
CC(C)n1c(SCC(=O)NCc2ccco2)nnc1C1CC1 | -12% | 33% | 0% | -13% | -1 | 45%[activator] | -1% | -8% | -10%
O=C(CSc1ncc(-c2ccc(F)cc2)[nH]1)NCc1ccco1 | ? | -14% | 6% | -39% | 3 | -19%[59 µM] | -5% | nt | 11%
COc1ccc(/C=N\NC(=O)c2ccccc2OC)cc1COc1ccccc1C | -3% | 22% | 2% | -14% | 3 | -6% | 9% | 4% | 9%
Cc1ccc(NC(=O)c2cccc(C(=O)Nc3ccc(C)c(C)c3)n2)cc1C | 22µM* | -6% | 0% | 2% | 7 | 67%[activator] | i | -3% | 2%
Cc1ccc(C)c(-n2nnc(C(=O)Nc3ccc(Br)cc3)c2C)c1 | -15% | 15% | -3% | 0% | 1 | ? | -8% | 1% | -3%
O=C1c2ccccc2C(=O)c2c1ccc1c(=O)n(C3CCCCC3)[nH]c21 | 25µM* | -11% | -19% | 50µM* | -13 | 7.9µM* | i | -2% | ?
Cc1cc(NC(=O)c2ccc(Cl)cc2)c(C)cc1O | 1% | 32% | -7% | -17% | -2 | 35%[12.7 µM] | 3% | 5% | 11%
CN(Cc1ccc(F)cc1)C(=O)CNC(=O)c1cccs1 | 4% | 30%[activator] | -1% | 15% | -2 | 20%[12.7 µM] | 2% | -8% | 3%
O=C(Nc1ccc(F)cc1F)N1CCN(c2ncccn2)CC1 | -7% | 25% | 5% | -6% | -1 | -5%[59 µM] | -9% | 0% | -5%
Cc1cc(OCC(=O)Nc2ccc(CN3CCOCC3)cc2)ccc1Cl | -10% | 12% | 7% | -9% | -4 | nt | -1% | -8% | -6%
COc1ccc(CC(=O)NCC(c2cccs2)S(=O)(=O)c2ccc(F)cc2)cc1 (stereo unspecified) | 1% | 38% | 1% | 6% | -6 | 5%[59 µM] | -10% | -2% | -2%
N#Cc1ccc(OCC(=O)Nc2ccc(N3CCCC3)cc2)cc1 | -31% | 16% | 24% | -29% | -2 | ? | 3% | -11% | 0%
O=C(COC(=O)/C=C/c1ccc(C(F)(F)F)cc1)NC1CCCC1 | -1% | 20% | 4% | 6% | -3 | 103%[activator] | 5% | -4% | -2%
CCS(=O)(=O)c1ccc(O)c(NC(=O)COc2ccc(OC)cc2)c1 | -26% | 21% | 7% | -7% | 1 | 20%[59 µM] | -1% | 12% | ?
COCCN(C(=O)c1ccco1)C(C(=O)NC1CCCC1)c1cccs1 (stereo unspecified) | -17% | 20% | -2% | 0% | -13 | -6%[59 µM] | -1% | 8% | 25%
COc1ccc(C(=O)OCCNC(=O)c2c(Cl)nc3ccccn23)cc1 | 11% | 48% | -2% | 17% | -2 | -5% | 0% | 3% | 0%
COc1ccccc1NC(=O)C1CCCCC1 | -4% | 58%[activator] | 5% | -1% | 2 | -20%[12.7 µM] | -2% | 5% | 0%
C/C(=N\NC(=O)COc1ccc(C)cc1C(C)C)c1ccc(-n2ccnc2)cc1 | -34% | 1% | 7% | -8% | -1 | ? | 14% | -6% | 0%
CCOc1cc(C)c(S(=O)(=O)NC2CCCCC2)cc1C | -14% | 32% | 6% | -10% | -6 | -34%[12.7 µM] | -1% | 6% | -4%
COc1ccccc1NC(=O)c1ccc(NC(=O)COC(=O)C(C)C)cc1 | -7% | 35% | -16% | -6% | -2 | -4%[59 µM] | -1% | -8% | 1%
CC1CCC(NC(=O)C2CCC(CNS(=O)(=O)c3cccc4cccnc34)CC2)CC1 (stereo unspecified) | -13% | 51%[activator] | -4% | -15% | -2 | 27% | -9% | 1% | 2%
O=C1NC[C@H](Cc2ccccc2)N(CC2CCN(CCc3ccccc3)CC2)C1=O | -27% | 14% | 5% | nt | -1 | nt | -4% | 11% | 2%
COc1ccc(CCCN2CCC(CN3CCNC(=O)C3=O)CC2)cc1OC | ? | 7% | 7% | nt | 5 | nt | -4% | -1% | -5%
CCOc1ccc(C(=O)C2CCN(C(=O)c3ccc([N+](=O)[O-])cc3)CC2)cc1 | -14% | 26% | -1% | -29% | -2 | nt | 6% | 3% | 0%
COCCNC(=O)Nc1ccc2nc(C)sc2c1 | ? | 3% | 14% | 4% | -6 | ? | i | 13% | 3%

Additional structures follow:
SMILES | JMJD2A Tudor | HP1b chromo inh | GLS inh | BAZ2B block | PI4K2A block | G9a inh | Tb PGK inh | ERG Ets-DNA blk | Pin1 inhibitor
CCOC(=O)CSc1nc2c(c(=O)[nH]c(=O)n2C)n1C/C=C(/C)Cl | -18% | -26% | -1% | 6% | 8 | 14µM* | -9% | 2% | 1%
CC(/C=C/c1ccccc1)=N\NC(=O)c1ccc(Br)cc1 | -17% | 8% | -7% | -37% | 4 | 93%[activator][59 µM] | i | 13% | -1%
C=CCN(CC=C)C(=S)NC(=O)Cc1cccc2ccccc12 | -10%[11.4 µM] | 3% | 1% | ? | -2 | ? | 3% | 8% | 10%
Cc1cc(C)cc(C(=O)Nc2cc(C(F)(F)F)ccc2N2CCN(c3ccccc3)CC2)c1 | -13% | 8% | -4% | -8% | 1 | -36%[59 µM] | -7% | -3% | -10%
COc1cc2c(cc1OC)CN(c1nc(CN3CCOCC3)nc3sc4c(c13)CCCC4)CC2 | 50µM* | ? | 8% | 45µM* | -5 | 45µM* | i | 9% | 15%
COc1ccccc1CNC(=O)CN1C(=O)CCn2nc(-c3ccccc3)cc21 | -27% | -9% | -13% | 1%[57.1 µM] | 0 | -31%[59 µM] | i | 7% | -2%
CCOc1ccc(N=C2NC(=O)S/C2=C\c2ccc(O)cc2)cc1 | -20% | 15% | -8% | 16%[57.1 µM] | 14 | -14%[12.7 µM] | -10% | 1% | 3%
CCOC(=O)c1cnc2nc(COc3ccccc3)[nH]n2c1=O | ? | 21% | 9% | 1% | -1 | ? | -9% | -12% | 1%
COc1cc(NC(=O)CCc2nnc3ccc(N4CCOCC4)nn23)cc(OC)c1OC | -6% | 29% | 15% | 0% | -2 | nt | -1% | -10% | -8%
CCCCN1CC(C(=O)NC2CCCCC2)CC1=O (stereo unspecified) | 2% | 19% | 6% | 42%[activator] | 3 | ? | 1% | -6% | 1%
N=C1/C(=C\c2ccc(OC(=O)c3ccco3)cc2)C(=O)N=C2SC(N3CCCCC3)=NN12 | ? | 15% | 19% | ? | 4 | 13% | 5% | -4% | ?
Cc1cccc(CSCc2ccc(C(=O)O)o2)c1 | -27% | ? | 6% | 18% | 2 | 48%[0.501 µM] | nt | -2% | -2%
COc1ccc(CNC(=O)CCc2c(C)nc3cc(-c4ccc(OC)cc4OC)nn3c2C)cc1 | -9% | 17% | 4% | -3% | -4 | -27%[59 µM] | 2% | -19% | -2%
CCCOc1ccc(C(=O)NCCCn2ccnc2)cc1 | -19% | 18% | -7% | -38% | 9 | 4% | -7% | 0% | 5%
COc1ccc(N2CCN(C(CNC(=O)C(=O)NCc3ccncc3)c3ccco3)CC2)cc1 (stereo unspecified) | 1%[11.4 µM] | 39% | 27% | -33% | -2 | ? | 1% | 2% | 3%
CC(=O)c1cccc(NC(=O)COC(=O)c2ccccn2)c1 | 0% | 23% | -10% | ? | 1 | 12%[59 µM] | -6% | 2% | -2%
CCC(C)NCCCCOc1ccc(C)cc1[N+](=O)[O-] (stereo unspecified) | 3.5µM* | ? | 5% | 45µM* | 8 | 28%[0.501 µM] | -12% | -7% | -9%
CC(C)Cn1c(-c2ccc(C#N)cc2)nc2c1c(=O)[nH]c(=O)n2CC(C)C | -4% | 23% | 1% | 8% | 26 | ? | -4% | -5% | -5%
COc1nc(N)nc2c1ncn2C1OC(CO)CC1O (stereo unspecified) | -6% | 25% | 2% | nt | -2 | nt | 0% | nt | -3%
O=C(COC(=O)c1ccc(Br)o1)NCc1ccc2c(c1)OCO2 | -14% | 15% | 11% | nt | -5 | nt | -2% | -7%[15.4 µM] | -2%
Cc1nc(SCc2ccccc2C)n[nH]1 | 1% | 36%[activator] | -16% | 6% | 3 | 3%[59 µM] | -4% | -6% | 15%
CN([C@@H](Cc1ccc(OS(=O)(=O)c2cccc3cnccc23)cc1)C(=O)N1CCN(c2ccccc2)CC1)S(=O)(=O)c1cccc2cnccc12 | -23% | 49%[activator] | 5% | -10% | -3 | 4%[59 µM] | i | 4% | ?
Cc1ccc(N2C(=O)[C@@H]3[C@H](C2=O)C2c4ccccc4C=CN2[C@@H]3C(=O)c2ccco2)c(C)c1 (stereo partly specified) | ? | -26% | 10% | -33% | ? | 6%[2.33 µM] | 2% | -2% | ?
CC(C)C[C@@H](C(=O)N[C@@H](C(=O)O)c1ccccc1)N1C(=O)N2CCc3c([nH]c4ccccc34)[C@@]2(C)C1=O | -28% | 14% | -12% | -36% | -2 | 23%[12.7 µM] | -3% | -5% | 3%
COc1ccc(Cl)cc1NC(=O)c1c(-c2ccccc2)noc1C | 8% | 64%[activator] | 2% | 11% | 2 | -8%[59 µM] | -6% | -6% | -3%
N/C(=N\OC(=O)c1ccccc1Br)c1cccc([N+](=O)[O-])c1 | -19% | 27% | 4% | -15% | -8 | 21% | i | -10% | -9%
O=C1c2cccc3cccc(c23)C(=O)N1c1cccnc1 | -10% | 24% | 4% | -3% | -1 | -31% | nt | nt | 1%

Screening results as filed in PubChem BioAssay.
